Giardia killer = kills Giardia lamblia; Giardia lamblia trophozoite viability; activity change, % at 7.66 µM, hits read low; actives 0.15% (n = 340,000); AID 540267; in the data active means activity change below about -80%; inconclusive means between about -30% and that limit;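 further: parasites exposed to compound for two days anaerobically before the ATP read; on the % scale 0 is the no-effect control and ±100 the full control effect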
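Viability, read as ATP luminescence: trophozoites at 100 cells/well, compound added, 48 hrs anaerobic at 37 deg C, then 15-30 min room-temperature development before reading.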
hERG WT inh = inhibitors of human wildtype KCNH2 potassium channel; Q12809; AID 720551; activity change, % at 1.84 µM; U2OS, BacMam KCNH2, thallium flux FluxOr; stronger effect = lower value; actives 0.37% (n = 340,000);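 active means maximum activity change below -70%; inconclusive means maximum activity change between -70% and -50%; inactive means maximum activity change above -50%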; further: on the % scale 0 is the no-effect control and ±100 the full control effect
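U2OS cells were transduced with wild-type KCNH2 virus (2.03 x 10^8 / mL) for 4 h at room temperature, then cultured overnight at 37 C. Thallium flux was read with FluxOr dye. Rate constants were normalized to DMSO controls.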
PKM2 activator = increases activity of human pyruvate kinase M2; P14618; actives 0.34% (n = 260,000); purified PKM2, Kinase-Glo ATP luminescence, activation; response scale: 0% is enzyme alone, no compound; Potency, µM (doses to about 57.5 µM), inactives show top-dose activation, usual class: activators; further: potency means the concentration at half of the fitted maximal effect; on the % scale 0 is the no-effect control and ±100 the full control effect; nearly all actives have a fitted effect of over 55% in size
Target sequence (P14618 whole entry, looked up): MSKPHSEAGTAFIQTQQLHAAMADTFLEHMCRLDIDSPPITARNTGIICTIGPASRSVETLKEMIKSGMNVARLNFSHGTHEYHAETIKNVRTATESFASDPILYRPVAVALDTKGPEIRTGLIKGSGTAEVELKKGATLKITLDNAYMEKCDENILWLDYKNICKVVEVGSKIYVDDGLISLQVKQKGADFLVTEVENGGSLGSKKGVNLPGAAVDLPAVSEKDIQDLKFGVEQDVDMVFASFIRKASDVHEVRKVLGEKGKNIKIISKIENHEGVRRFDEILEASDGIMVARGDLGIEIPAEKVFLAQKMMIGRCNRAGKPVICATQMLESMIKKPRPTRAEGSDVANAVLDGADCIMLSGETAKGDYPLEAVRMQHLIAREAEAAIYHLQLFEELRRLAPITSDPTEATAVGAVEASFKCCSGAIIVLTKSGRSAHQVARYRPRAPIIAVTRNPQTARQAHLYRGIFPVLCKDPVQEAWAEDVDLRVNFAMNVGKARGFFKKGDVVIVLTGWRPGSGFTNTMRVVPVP
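Purified hPK-M2 (>95%) run at intermediate activity with 0.1 mM ADP and 0.5 mM PEP in 50 mM imidazole pH 7.2, KCl, MgCl2; 1 h room temperature. ATP formed read by Kinase-Glo luminescence; normalized to uninhibited and no-enzyme controls.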
B2AR arrestin = beta2AR (human) beta-arrestin recruitment activity; Potency, µM (doses to about 46.1 µM), for the others: at the highest dose activation, actives largely listed as activators; beta-arrestin recruitment to beta2AR, cell-based reporter; AID 492947; P07550; actives 0.02% (n = 330,000);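 further: potency means the concentration at half of the fitted maximal effect; 0% = DMSO controls and full agonism = EC100 isoproterenol or metaproterenol; nearly all actives have a fitted effect of over 65% in size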
Target sequence (P07550 whole entry, looked up): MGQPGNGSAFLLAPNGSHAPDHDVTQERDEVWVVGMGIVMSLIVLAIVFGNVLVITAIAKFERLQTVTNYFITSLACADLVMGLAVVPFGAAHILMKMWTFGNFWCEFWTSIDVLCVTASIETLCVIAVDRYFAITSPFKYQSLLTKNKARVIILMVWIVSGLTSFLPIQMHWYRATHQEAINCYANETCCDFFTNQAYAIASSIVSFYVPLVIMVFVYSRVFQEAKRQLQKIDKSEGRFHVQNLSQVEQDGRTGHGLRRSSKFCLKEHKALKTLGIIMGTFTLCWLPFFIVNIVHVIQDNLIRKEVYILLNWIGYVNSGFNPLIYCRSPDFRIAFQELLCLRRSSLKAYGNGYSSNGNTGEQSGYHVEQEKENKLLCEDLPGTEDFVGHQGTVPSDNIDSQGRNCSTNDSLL
USP2a inh = blocks human ubiquitin-specific protease USP2a | O75604 | USP2 core, Ub-CHOP2 coupled fluorogenic reporter, 485/531 | actives 0.01% (n = 330,000) | Potency, µM (top dose mostly 38.3 µM), inactives show top-dose activity change, negative = inhibition, usual class: inhibitors;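 further: potency means the concentration at half of the fitted maximal effect; plate controls were DMSO wells for no effect and full inhibition by NEM control for full effect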
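Cell-free coupled assay: 10nM USP2 core preincubated 30min RT with compound in Tris-HCl pH 8.0/CaCl2/CHAPS buffer, then 25nM Ub-CHOP2 and 25nM reporter substrate; fluorescence (Ex 485/Em 531) read after 60min RT, normalized to NEM inhibition, concentration-response curves fitted.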
Menin MLL FP TR = displaces Texas Red mutant MLL peptide from human menin; Menin + Texas Red MLL mutant peptide, fluorescence polarization; actives 0.23% (n = 270,000); O00255; Potency, µM (doses to about 61.6 µM), inactives show at the top dose FP activity change, negative = inhibition, most hits filed as inhibitors; active means well fitted inhibition curve with a large enough effect in the polarisation, with a control signal flat, not every such curve was filed as active; inconclusive means small, poorly fitted or top-dose-only effect, or effect the other way, or a change in a side signal; inactive means no such curve, though single readings can be large or run the other way; the % refers to the polarisation; further: potency means the concentration at half of the fitted maximal effect; % of control where 0% means no effect; many of its hits are not listed in these tables
KCNH2 3.1 block = blocks the human KCNH2 3.1 channel isoform; U2OS KCNH2 3.1, thallium flux FluxOr; stronger effect = lower value; activity change, % (tested at about 1.8 µM); actives 0.95% (n = 340,000);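 active means maximum activity change below -70%; inconclusive means maximum activity change from -70% to -50%; inactive means maximum activity change above -50%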;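 further: thallium influx rate constant from kinetic fluorescence after stimulation buffer; on the % scale 0 is the no-effect control and ±100 the full control effect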
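Channel expression came from 3.1 mutant virus (1.77 x 10^8 /mL) applied to suspended U2OS cells for 4 h. Flux was tracked with FluxOr dye plus Red40 quencher, and kinetic rate constants normalized to controls.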
GALK inhibitor = galactokinase (human) inhibition; Purified GALK, Kinase-Glo residual ATP luminescence; actives 0.007% (n = 270,000); P51570; Potency, µM (top dose mostly 57.5 µM), for the others: at the highest dose activity change, negative = inhibition, usual class: inhibitors; further: potency means the concentration at half of the fitted maximal effect; on the % scale 0 is the no-effect control and ±100 the full control effect
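Quantitative HTS: GALK 5 nM, ATP 35 uM, galactose 100 uM, 1 h room temperature, then luciferase-based ATP detection.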
MLL CXXC-DNA inh = MLL CXXC-DNA interaction inhibition; Q03164; MLL-CXXC / FITC-HOXA9 DNA fluorescence polarization; Potency, µM (highest dose often 115 µM), for the others: at the top dose activity change, negative = inhibition, actives largely listed as inhibitors; actives 0.037% (n = 290,000); active means well fitted inhibition curve with a large enough effect in the polarisation, with a control signal flat, not every such curve was filed as active; inconclusive means small, poorly fitted or top-dose-only effect, or effect the other way, or a change in a side signal; inactive means no such curve, though single readings can be large or run the other way; the % refers to the polarisation; further: potency means the concentration at half of the fitted maximal effect
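Steps: dispense CXXC domain solution (7 uM) → pin compounds or unlabeled HOX-A9 DNA control → 5 min ambient → add FLSN-HOX-A9 solution (50 nM) → spin → 30 min ambient → fluorescence polarization. Tris pH 7.5/NaCl/DTT/BSA buffer.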
FBPA coupling cs = counter-screen for Giardia aldolase inhibitors: coupling enzyme system; coupling enzyme system counterscreen, AmpLite Red fluorescence; activity change, negative = inhibition, % at 58.2 µM, hits read low; AID 2472; actives 0.67% (n = 290,000); in the data active means activity change below about -30%; further: on the % scale 0 is the no-effect control and ±100 the full control effect
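Counterscreen lacking aldolase: glyceraldehyde-3-phosphate coupling-enzyme reagent preincubated 10 min at RT with compound (at 57.5 uM final), then substrate/coupling system with AmpLite Red added; fluorescence read at 525/598 nm after 20 min RT.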
TRPV1 agonist = agonists of human vanilloid receptor 1 (TRPV1); Q8NER1; TRPV1-expressing cells, Fluo-8 calcium influx, agonist mode; activation, % at 8.33 µM; actives 0.19% (n = 320,000); AID 540275; in the data active means activation above about 80%; inconclusive means between about 30% and that limit; further: 0% is about no effect
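Fluo-8 calcium influx in TRPV1-expressing cells, kinetic read (ex 480/em 520 nm). Compound added and read 3 min for agonist activity, followed by capsaicin at EC20 final and 2 min further read for enhancement.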
* marks the source's active call; other numbers are inactive results; ? = inconclusive; / = not tested or not shown; [ ] = remark or other dose. Unless noted, the call rests on the fitted dose curve; in most records, active means well fitted curve in the direction sought with a large enough effect; inconclusive means small, poorly fitted or top-dose-only effect, or another doubt; inactive means no such curve, though single readings can be large; an effect the other way counts as inactive or inconclusive. These rows are one share of the data; the hit share may differ from the screen's.

SMILES	Giardia killer	hERG WT inh	PKM2 activator	B2AR arrestin	USP2a inh	Menin MLL FP TR	KCNH2 3.1 block	GALK inhibitor	MLL CXXC-DNA inh	FBPA coupling cs	TRPV1 agonist
CCc1nnc(NC(=O)C2CCN(S(=O)(=O)c3ccc(C)cc3)CC2)s1	9	/	0%	-1.0%	-2%	14%	-18	-2%	-9%	0	-1
COc1cccc(/C=C/C(=O)OCC(=O)c2ccc(S(=O)(=O)N3CCCCC3)cc2)c1OC	-4	1	/	-0.5%	0%	/	-20	/	/	/	-2
CSCCC(NC(=O)c1cc([N+](=O)[O-])ccc1Cl)C(=O)O (stereo unspecified)	9	-3	-9%	-0.5%	3%	4%	13	0%	-8%	1	1
CCc1cc2c(=O)c(-c3nc4ccccc4n3C)coc2c(CN2CCC(C)CC2)c1O	7	-6	/	-0.3%	0%	-29%	-3	1%	-8%	3	-3
CCCc1n[nH]c2c1/C(=N\OCC)CC(C)(C)C2	0	-2	1%	0.2%	1%	/	5	-2%	-26%	1	0
CCC(=O)N1CCc2cc(S(=O)(=O)NCCCOC)ccc21	27	-20	17%	0.2%	2%	/	12	1%	2%	0	-6
O=C(CSc1nc(C2CC2)nc2ccccc12)N1CCc2ccccc2C1	/	/	-1%	0.0%	4%	0%	/	-1%	5%	1	16
CC(CN(C)Cc1ccccc1)OC(=O)c1cccc(F)c1 (stereo unspecified)	11	-18	-25%	-1.5%	1%	-19%	-9	-3%	9%	-2	6
CS(=O)(=O)NNC(=O)C1Cc2c(ccc3ccccc23)O1 (stereo unspecified)	2	-3	/	0.7%	6%	24%	5	-3%	13%	-2	1
CCN(C(=O)CSc1n[nH]c(-c2ccccc2)n1)c1c(N)n(Cc2ccccc2)c(=O)[nH]c1=O	-6	-4	/	-0.3%	1%	/	1	/	/	/	0
Cc1ccccc1NC(=O)c1cccc(S(=O)(=O)N2CCOCC2)c1	4	-10	-7%	-0.3%	-1%	12%	6	0%	22%	0	0
O=C(O)CCCCCn1c(SCC(=O)N2CCCC2)nc2ccsc2c1=O	-1	-7	-1%	-0.3%	2%	-21%	-3	0%	6%	4	-2
COc1cc(CNCCc2ccccc2)ccc1OCC(=O)NC(C)(C)C	-1	1	-1%	0.5%	0%	/	2	-3%	8%	4	/
Cc1ccc(CC(=O)NC2CCSC2=O)cc1 (stereo unspecified)	9	-17	-3%	-0.8%	1%	-22%	4	-1%	2%	0	-9
COc1ccc(-c2cn3c(C)c(C(=O)Nc4cccc(C)n4)sc3n2)cc1	13	-14	5%	-0.7%	2%	6%	-4	-4%	16%	-5	1
CCOC(=O)C1=CN2CCC[C@H]2CC1=O	-8	-17	/	-2.2%	4%	/	12	/	/	/	/
COc1ccc(NC(C)=O)c(C)c1	37[activator]	5	-13%	0.5%	-2%	13%	10	-1%	7%	1	-5
CSc1nnnn1-c1ccc(Cl)cc1	0	-9	-1%	0.0%	2%	-11%	-1	4%	2%	7	3
CC(C)(C)NC(=O)NC(=O)CSc1ncc(C(F)(F)F)cc1Cl	-1	18	0%	0.0%	4%	/	0	-1%	3%	-4	17
Cn1c(=O)c2c(nc(CN3CCN(C(=O)c4ccco4)CC3)n2CCCc2ccccc2)n(C)c1=O	-15	-11	5%	-1.0%	?	-8%	2	2%	8%	3	0
CC1(CCc2ccccc2)NC(=O)N(Cc2nnc(-c3ccccc3Br)o2)C1=O (stereo unspecified)	-3	-4	-2%	-0.1%	-2%	-1%	-43	0%	-2%	-1	4
COC(=O)c1ccc(C)c(NS(=O)(=O)c2ccc(OC)cc2)c1	10	-3	3%	0.3%	-1%	12%	0	1%	16%	2	0
COc1ccc(C2=NOC(C(=O)Nc3c(C)n(C)n(-c4ccccc4)c3=O)C2)cc1OC (stereo unspecified)	1	0	10%	-0.2%	1%	-5%	-1	3%	7%	2	1
CC(=O)Nc1ccc(N/C=C/C(=O)c2ccco2)cc1	-7	5	5%	-0.3%	1%	-7%	-4	1%	-2%	-26	3
COC(=O)C1CCN(C(=O)COC(=O)c2cc(-c3cccs3)nn2-c2ccccc2)CC1	4	-21	/	-0.4%	4%	/	-7	/	/	/	12
Other compounds
SMILES	Giardia killer	hERG WT inh	PKM2 activator	B2AR arrestin	USP2a inh	Menin MLL FP TR	KCNH2 3.1 block	GALK inhibitor	MLL CXXC-DNA inh	FBPA coupling cs	TRPV1 agonist
NC(=O)CNC(=O)[C@@H]1CC2(CC(c3ccc(Cl)cc3)=NO2)CN1C(=O)c1ccccc1 (stereo partly specified)	-5	2	0%	0.2%	0%	1%	-7	/	2%	-3	1
Cc1ccc(C(=O)NCc2ccncc2)cc1S(=O)(=O)N1CCCCC1	4	6	1%	-0.4%	0%	/	3	4%	-5%	/	22
COC(=O)c1nnc(-c2ccccc2)nc1OC	-3	10	-1%	0.1%	1%	-2%	-15	0%	11%	1	4
C=CCNC(=O)c1c(Cl)nc(C)c([N+](=O)[O-])c1C	16	-7	3%	0.3%	2%	6%	-2	-2%	6%	4	-2
Cc1cccc(NCc2nc(SCC(N)=O)n[nH]2)c1	1	1	-11%	-0.6%	-1%	1%	-11	-1%	-10%	2	8
COCc1ccc(C(=O)N2CCCC(N3CCN(c4ccc(F)cc4)CC3)C2)o1 (stereo unspecified)	11	12	0%	-0.6%	1%	/	-2	4%	-11%	/	1
CCCc1c(C(=O)N/N=C/c2c(OC)ccc3ccccc23)nnn1-c1nonc1N	8	-30	/	-1.0%	2%	30%[activator]	-49	0%	21%	0	8
Cc1[nH]c2ccccc2c1C(=O)C(=O)NCCc1ccc(S(N)(=O)=O)cc1	49[activator]	8	-1%	-0.3%	0%	4%	5	-1%	11%	1	1
CCN(CC)S(=O)(=O)c1ccc(NC(=O)COC(=O)CNS(=O)(=O)/C=C/c2ccccc2)cc1	-6	3	-20%	-0.1%	-7%	12%	-13	0%	?	0	0
COc1cc(C(=O)Nc2ccccc2C(=O)Nc2ccccn2)cc(OC)c1OC	-1	-6	1%[11.5 µM]	-0.9%	-15%	7%	-20	-4%	-1%	1	3
COc1ccc(/C=C/C(=O)NCc2cccnc2)cc1	10	4	-9%	-1.4%	3%	-4%	-8	-1%	-3%	2	24
CCN(CC(=O)Nc1c(F)cccc1F)C(=O)c1ccc2c(c1)NC(=O)C(C)S2 (stereo unspecified)	11	-8	/	-1.1%	0%	/	15	/	/	/	-1
CCCn1c(=O)c(C(=O)Nc2ccccc2)c(O)c2ccccc21	2	0	7%	-0.4%	-1%	?	3	-4%	4%	-1	2
Cc1c(C(=O)N2CCN(C3CCS(=O)(=O)C3)CC2)oc2ccc(Cl)cc12 (stereo unspecified)	18	15	/	0.0%	1%	/	-10	/	/	/	2
O=C(/C=C/c1c(F)cccc1Cl)Nc1nc2ccccc2[nH]1	8	-1	-1%	3.5%	0%	-19%	3	-1%	13%	-2	2
Cc1cc(C)c(C)c(OCC(=O)N2CCCCCC2)c1	11	-13	1%	-0.8%	2%	-13%	16	-3%	-3%	5	14
C=CCNC(=S)NNc1ncnc2sc3c(c12)CC(C)(C)OC3	-22	4	0%	?	-1%	40%[activator]	7	2%	-1%	1	-3
CN(CC(=O)NC1CC(C)(C)NC(C)(C)C1)S(=O)(=O)c1ccc(Br)cc1	-2	7	-5%	0.1%	-1%	-2%	-15	7%	3%	0	0
CCOC(=O)C1=C(N)Oc2cc(C)n(C)c(=O)c2C1c1ccncc1 (stereo unspecified)	2	5	-2%	-0.1%	3%	-14%	5	4%	0%	2	-2
Cc1cc(=O)[nH]c2c1c(C)nn2-c1ccccc1	0	-1	-4%	-1.0%	2%	8%	1	1%	-7%	0	0
COc1cc(/C=C(\C#N)c2nc3ccc(C)cc3[nH]2)c([N+](=O)[O-])cc1OC	-12	-7	-2%	-0.5%	4%	19%	5	-3%	2%	-4	-5
CC(=O)CCS(=O)(=O)c1ccc(C)c(C)c1	-3	0	-16%	0.2%	0%	2%	14	0%	9%	-1	-2
CC(C)N1C(=O)CCN(C=O)c2ccccc21	0	/	0%	0.1%	3%	23%	27	1%	3%	0	0
CCOc1ccccc1/C=C/c1onc(C)c1S(=O)(=O)N1CCC(C(=O)NC(C)C)CC1	37[activator]	-12	/	-0.8%	2%	25%	-17	0%	17%	2	?
COCCNc1nc2nonc2nc1N(C)Cc1cccc2cnccc12	-1	2	2%	-0.1%	7%	8%	12	0%	-6%	3	0
COc1ccc(OC)c(N(C(=O)c2snc(C(N)=O)c2N)C(C(=O)NCC2CCCO2)c2ccc3ncccc3c2)c1 (stereo unspecified)	28	4	/	-0.3%	0%	-15%	4	0%	3%	0	-5

Screening data: PubChem BioAssay, National Center for Advancing Translational Sciences (NCATS)
